Source: PubChem BioAssay (several laboratories)
OX1R antagonist = OX1R (HCRTR1) antagonists, primary screen, fluorescence, CHO/OX1R cells, Fluo-8 calcium, orexin A; Fluo-8 calcium fluorescence; inhibition, % at 5 µM; 330,000 compounds, 0.43% hits; AID 434989, 2010;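 active means inhibition above its plate's threshold, mean inhibition of all tested compounds on the plate plus 3 SD, cut at about 37% in these data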;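 further: 0% = orexin A challenge wells and 100% = SB-334867-A antagonist wells; not every result past the cut was called active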
CHT allo act = CHT positive allosteric modulators, primary screen, cell-based, membrane potential dye, choline EC20. High affinity choline transporter 1 (Homo sapiens), Q9GZV3. CHT-expressing cells; stronger effect = higher value; LV-AA mutant CHT in HEK293 cells. B-score at 10 µM. 310,000 compounds, 0.49% hits. AID 488977, 2010;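 active means initial fluorescence not abnormally high and integrated response B-score, plate-corrected, over 3 SD above library mean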
Target sequence (Q9GZV3 whole entry, looked up): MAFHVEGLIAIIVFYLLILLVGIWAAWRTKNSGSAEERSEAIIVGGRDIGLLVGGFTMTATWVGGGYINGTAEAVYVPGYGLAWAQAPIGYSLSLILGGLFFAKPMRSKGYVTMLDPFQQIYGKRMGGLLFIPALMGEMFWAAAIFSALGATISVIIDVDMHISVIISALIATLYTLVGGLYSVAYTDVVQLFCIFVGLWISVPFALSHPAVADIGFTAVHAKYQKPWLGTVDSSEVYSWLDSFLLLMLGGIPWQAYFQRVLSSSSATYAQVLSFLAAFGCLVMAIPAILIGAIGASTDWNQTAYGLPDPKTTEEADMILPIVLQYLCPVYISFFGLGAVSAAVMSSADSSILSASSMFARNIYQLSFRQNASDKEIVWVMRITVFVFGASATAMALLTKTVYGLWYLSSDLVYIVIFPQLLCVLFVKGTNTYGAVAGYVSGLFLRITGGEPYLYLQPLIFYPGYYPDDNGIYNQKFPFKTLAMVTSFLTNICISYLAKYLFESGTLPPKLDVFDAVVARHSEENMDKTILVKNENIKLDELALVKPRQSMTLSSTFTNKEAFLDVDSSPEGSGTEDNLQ
Numbers without * were called inactive; i = inactive; · = no result given.

SMILES	OX1R antagonist	CHT allo act
O=C(NCc1cnc2ccccn12)C1CCC(=O)N(Cc2cccc(F)c2)C1 (stereo not given)	-8	i
CCc1nc(SCC(=O)NCCc2ccc(OC)c(OC)c2)c2c(=O)n(C)c(=O)n(C)c2n1	-4	i
COC(=O)/N=C/c1c(NCc2ccccc2)nc2c(C)cccn2c1=O	-27	i
CC1(C)CC(O)C(C(O)c2cccc([N+](=O)[O-])c2)C(C)(C)N1 (stereo not given)	-4	i
COc1cccc2cc(C(=O)NCc3ccco3)c(=O)oc12	0	i
COc1ccc(Cl)cc1NC(=O)CSc1nnc(CNC(=O)c2cccs2)o1	-32	i
CCc1ccccc1NC(=S)N(CCN(C)C)C(C)c1ccccn1 (stereo not given)	-4	i
S=c1[nH]nc(-c2ccco2)n1/N=C/c1cccc(Cl)c1Cl	-1	i
Cc1ccc(/C=C2\NC(=S)NC2=O)cc1[N+](=O)[O-]	-18	i
COCCN(Cc1ccccc1)C(=O)c1cccc(S(=O)(=O)N2CCN(c3ccc(F)cc3)CC2)c1	-35	i
CCc1ccccc1NC(=O)NNC(=O)CCc1ccc(OC)cc1	·	i
O=C1OC(CCl)CN1Cc1ccc([N+](=O)[O-])cc1 (stereo not given)	1	i
COc1ccc(NS(=O)(=O)c2cccc(C(=O)NCc3ccccn3)c2)cc1	-18	i
O=C(CSc1ccc(-c2ccncc2)nn1)N1CCCC1	9	i
COc1cccc2c(=O)c3c([nH]c12)OC(C)(C)C3	-6	i
Cc1cc(CNC(=O)COc2ccc(F)cc2Cl)cc(C)c1O	-32	i
Cc1ccc(NC(=O)C2CCC(CNC(=O)[C@@H]3Cc4ccccc4CN3)CC2)c(C)c1 (stereo not given in full)	-18	i
COC(=O)c1cccc(N2C(=O)C3CC=CCC3C2=O)c1 (stereo not given)	-20	i
CCN(CC)S(=O)(=O)c1ccc(NC(=O)c2ccc(N3CCCC3=O)cc2)cc1	9	·
COCCCNCCOCCOc1ccc(Cl)cc1C(C)(C)C	-7	i
C[C@]12c3[nH]c4ccccc4c3CCN1C(=O)C(CC(=O)NCc1ccco1)C[C@@H]2C(=O)N1CCOCC1 (stereo not given in full)	-16	·
CCOC(=O)C(CCSC)NC(=O)CN (stereo not given)	4	i
CC(C(=O)O)C1SC(=O)NC1=O (stereo not given)	-4	i
COc1ccc2[nH]cc(CCNC(=S)NCCc3ccccc3)c2c1	-16	i
O=C(C[C@H]1C/C=C\CCC(=O)O[C@@H](c2ccccc2)CNC1=O)NCCO	-20	·
O=C(COc1ccc(Cl)cc1)Nc1ncccn1	11	i
N#CC1=C(O)CCCn2c1nc1ccccc1c2=O	-3	i
CC1CCN(S(=O)(=O)c2ccc(F)c(C(=O)O)c2)CC1	4	i
Cc1ccc(OCCCn2c(=O)oc3ccccc32)cc1	-18	i
O=C(NCCOc1ccccc1)c1cccc2c1C(=O)c1ccc(Cl)cc1S2(=O)=O	7	·
O=C(NNc1nc(-c2ccc(Br)cc2)cs1)c1ccco1	-20	i
CCCC(=O)N1CC(=O)Nc2ccc(C)cc2C1c1ccc(F)cc1 (stereo not given)	-31	i
CCc1cc(=O)oc2cc(OCC(=O)N3CCC(C(=O)O)CC3)ccc12	11	i
Oc1ccc(-c2csc(Nc3ccccn3)n2)cc1O	24	i
Cc1cc(Nc2cccc(C(=O)O)c2)n2ncnc2n1	-19	i
O=C(CN1C(=O)C2CCCCC2C1=O)Nc1ccccc1N1CCCC1 (stereo not given)	-26	i
Cc1ccc(Cl)c(NC(=O)COC(=O)c2cc[n+]([O-])cc2)c1Cl	-6	·
COc1ccc(NC(=O)COC(=O)CNC(=O)c2cc(OC)c(OC)c(OC)c2)cc1	-13	i
COc1cc2cc(CN(CCO)C(=O)c3cccs3)c(=O)[nH]c2cc1OC	-8	i
O=C(Nc1ccc(-n2cccn2)cc1)C1CCCCN1Cc1cccc2c1OCO2 (stereo not given)	-20	i
COc1ccc2c(c1)c(=O)oc1cc(OC(C(=O)O)c3ccccc3)ccc12 (stereo not given)	-10	i
O=C(COc1ccc(Cl)cc1)N(Cc1ccco1)C1CCS(=O)(=O)C1 (stereo not given)	-21	i
Cc1ccccc1CN1C[C@@H]2C[C@@H](c3ccc4nsnc4c3)N3CCC[C@@]23C1=O	-39	i
O=C(NC1(C(F)(F)F)N=C(c2ccccc2)NC1=O)c1ccccc1F (stereo not given)	-15	i
Cn1c(SCC(=O)Nc2cccc(F)c2)nnc1-c1cc2ccccc2o1	-1	i
CC1=CC(c2ccccc2)NC(=S)N1 (stereo not given)	-23	i
Cc1nn(Cc2ccccc2)c(C)c1NC(=O)c1cccs1	-18	i
COC(=O)c1ccc(CNCC(=O)Nc2ccc(C(=O)OC)cc2)cc1	7	i
COc1ccc(NC(=O)COc2ccc3c(c2)CCC3)cc1S(N)(=O)=O	0	·
O=C(CSc1nnc2ccccn12)NCCc1ccc(Cl)cc1	-21	i
CC(=O)c1ccc(NC(=O)CSc2nc(Nc3ccccc3)nc(N3CCOCC3)n2)cc1	-2	i
CC(C)CN(C(=O)CN1CCN(c2ccccc2F)CC1)c1c(N)n(CC(C)C)c(=O)[nH]c1=O	-2	i
Cc1ccc([C@@H]2CC=C(C(=O)O)CN2S(=O)(=O)c2ccccc2C)cc1	1	i
Cc1ccccc1-c1nc2ccccc2o1	0	i
CC(=O)n1cc(/C=N/NC(=O)c2cccc(O)c2)c2ccccc21	-10	i
CC(=NC1CC1)c1c(-c2ccccc2)[nH]n(-c2nc3ccccc3s2)c1=O	-13	i
Oc1cc(Nc2ccccc2)cc2cccnc12	6	·
CCS(=O)(=O)c1ccc(O)c(NC(=O)/C=C/c2ccccc2)c1	7	i
O=C(Nc1ccc(S(=O)(=O)N2CCCC2)cc1)C1CC(=O)N(c2ccc(F)cc2)C1 (stereo not given)	3	i
CN(c1ccccc1C(=O)Nc1cccnc1)S(C)(=O)=O	5	i
(continued)
SMILES	OX1R antagonist	CHT allo act
CCOC(=O)N1CCN(S(=O)(=O)c2ccc(C(=O)N(CCN(C)C)c3nc4c(C)cccc4s3)cc2)CC1	-15	i
Cc1cc2c(cc1S(=O)(=O)N(C)Cc1ccccc1)OCC(=O)N2	-9	i
O=c1c(-c2ccc(O)cc2)coc2cc(O)ccc12	3	i
COc1cc2ncc(S(=O)(=O)c3ccccc3)c(N3CCC4(CC3)OCCO4)c2cc1OC	-37	i
COc1cccc(/C(C)=N/NC(=O)c2cc(-c3cccnc3)nc3ccccc23)c1	-38	i
COc1ccc(C(=O)NNC(=O)COC(=O)c2sccc2C)cc1	-18	·
CC(C)c1ccc(Nc2nnc(SC3CCOC3=O)s2)cc1 (stereo not given)	-9	i
CC(C(=O)Nc1ccccc1Br)c1ccc([N+](=O)[O-])cc1 (stereo not given)	5	i
COC(=O)c1c(S(=O)(=O)NCc2ccccc2)sc(C(=O)O)c1C	6	i
CCc1nc(SCC(=O)c2ccccc2)c2ccccc2n1	-54	i
Cc1ccc(-c2nc(C(F)(F)F)cc(=O)[nH]2)cc1	-17	i
CCN(C[C@H]1N[C@@](Cc2ccccc2)(C(=O)OC)[C@H]2C(=O)N(Cc3ccccc3)C(=O)[C@@H]12)C(=O)NC(C)C	-9	·
O=C1CN(C(=O)c2cc3ccccc3oc2=O)C(c2ccccc2)c2cc(F)ccc2N1 (stereo not given)	-27	i
COC(=O)C1=C(C(=O)OC)[C@@H]2N(C)c3ccc(OC)cc3[C@@]23C[C@@H](C(=O)OC)N(C(=O)COCc2ccccc2)C3=N1	-37	i
CSCC[C@H](NC(=O)C1CCN(S(=O)(=O)c2ccc(C)cc2)CC1)C(=O)NC1CCS(=O)(=O)C1 (stereo not given in full)	-8	i
COc1ccc(C2CC(C(F)(F)F)n3nc(C(=O)O)cc3N2)cc1 (stereo not given)	-9	i
CCC(C)NC(=O)COc1ccc(Br)c(C)c1 (stereo not given)	5	i
CSc1nc(-c2ccc(C)cc2)[nH]c1S(=O)(=O)c1ccccc1	-21	i
CCOC(=O)c1ccc(Nc2nc(C)cc(C)c2C#N)cc1	-23	i
COCCNC(=O)CCCn1c(=O)c2cc(OC)c(OC)cc2n(CC(=O)c2cccc(OC)c2)c1=O	-9	i
COc1ccc2nc(NCCO)[nH]c2c1	1	i
CC(C)Cn1nc(NC(=O)C2CCCO2)c2cc3ccccc3nc21 (stereo not given)	-29	i
Cc1ccc2cc(C)c(N3CCN(c4ccccn4)CC3)nc2c1	-50	i
NC(=O)c1ccsc1NC(=O)C1CCCN1S(=O)(=O)c1ccc(Cl)cc1 (stereo not given)	-10	i
CC1CCN(c2c(NCC3CCC(C(=O)NCc4ccccc4Cl)CC3)c(=O)c2=O)CC1 (stereo not given)	-13	i
CCNc1ccc(S(=O)(=O)N(C)C)cc1NCC(=O)Nc1c(F)cccc1F	-10	i
Cc1ccccc1C(=O)Oc1cccc2c(O)cccc12	-1	i
OC(CCc1cccc(Cl)c1)c1cccs1 (stereo not given)	-9	i
CN(C)C(CNC(=O)c1ccc(S(=O)(=O)Nc2ccccc2F)cc1)c1ccco1 (stereo not given)	-5	·
Cc1cccc(NC(=S)NC23CN4CN(CN(C4)C2)C3)c1C	-8	i
O=C(NC(=S)Nn1cnnc1)c1cccc(Br)c1	-4	i
O=S(=O)(NCc1csc(-c2cccs2)n1)c1ccc(Cl)cc1	-18	i
CCOC(=O)CCc1c(C)nc2cc(C3CCCN(C(=O)OC(C)(C)C)C3)[nH]n2c1=O (stereo not given)	0	i
O=C(O)CN1C(=O)C(=O)N(Cc2ccc(Cl)cc2Cl)C1=O	-9	i
Cc1ccc(C)n1NC(=O)c1cccc(Cl)c1	-33	i
Cc1cc(NC(=O)c2c(F)cccc2F)n(-c2nc3ccccc3[nH]2)n1	-33	i
O=C1c2ccccc2C(=O)N1CCc1nc2ccccc2c(=O)n1-c1ccccn1	-12	i
CSc1ccc(CN(C)C(=O)CNC(=O)CNS(=O)(=O)c2ccc(C)c(C)c2)cc1	-38	i
O=C(NNc1cc(Cl)ccc1Cl)c1c(F)cccc1Cl	-2	i
O=C(O)c1cc(-c2ccccc2)nc2ccccc12	-18	i
Cc1ccc(-n2nnnc2CNC(=O)c2ccc(Br)o2)cc1C	-5	i
Cc1cc(C(=O)COC(=O)c2cccc(NS(C)(=O)=O)c2)c(C)n1CC1CCCO1 (stereo not given)	-27	·
COC(=O)[C@@H](Cc1c[nH]c2ccccc12)NC(=O)CCC(=O)c1ccc(Br)cc1	-3	i
CC(=O)NC12CC3CC(C1)CC(C(=O)N(C)CC(=O)Nc1ccccc1Cl)(C3)C2	-5	i
COC(=O)c1nnn(CC(=O)NC(=O)Nc2ccccc2)c1C(=O)OC	-2	i
O=c1oc(-c2cccc(C(F)(F)F)c2)nn1-c1ccc(C(F)(F)F)cn1	-18	i
COc1cc(C(=O)NCC(=O)N/N=C/c2ccc(-c3ccc([N+](=O)[O-])cc3)o2)cc(OC)c1OC	-18	i
CCCNC(=O)CS(=O)(=O)c1ccccc1	-5	i
Cc1ccc(S(=O)(=O)N(C)C)cc1NC(=O)COC(=O)c1ccc2c(=O)n3c(nc2c1)CCC3	-11	i
Cc1c(N(C)S(=O)(=O)c2cccc(C(=O)NC(C)C)c2)c(=O)n(-c2ccccc2)n1C	-29	i
COC(=O)CSc1nnc(Cc2cc(=O)[nH]c(=O)[nH]2)n1-c1cccc(OC)c1	-15	i
CCc1ccc(N2CCN(C(=O)c3ccc(OC)c(OC)c3)CC2)cc1	-23	i
COc1ccc(N=C2SC(C(=O)Nc3ccc4c(c3)OCO4)CC(=O)N2C)cc1 (stereo not given)	-20	i
COC(=O)c1cc(Br)c(=O)n(Cc2ccc(OC)c(OC)c2)c1	-18	i
CCN(CC(=O)N1CCCCC1)S(=O)(=O)c1ccccc1	-9	i
CCCCn1c(SCC(=O)N2CCc3ccccc32)nnc1-c1ccncc1	-43	i
C[C@H](NC(=O)c1nc[nH]c1C(=O)N1CCNCC1)C(=O)OC(C)(C)C	-16	i
Cc1ccc(NC(=O)C2CCCN2C(=O)Oc2ccccc2)cc1C (stereo not given)	-11	i
COC(=O)CN1C(=S)N(c2ccc(OC)cc2)C(=O)C1CC(=O)Nc1ccc(F)cc1 (stereo not given)	-15	i
Cc1cccc(OCCCC(=O)Nc2ccc3c(c2)OCO3)c1	-3	i
